Screening data (PubChem)
TEAD-YAP inh = TEAD-YAP interaction inhibition, primary screen, TEAD-YAP interaction inhibitor project, luminescence, HEK-TIYL cells | AID 1259422, 2018 | TEAD-Gal4/YAP UAS-luciferase luminescence | actives 1.4% (n = 640,000) | inhibition, % at 9.12 µM; in the data active means inhibition above about 32%;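 further: 0% = median of test compound wells and 100% = reference inhibitor wells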
MITF primary = MITF inhibitors, primary screen, biochemical, AlphaScreen, human; actives 0.91% (n = 650,000); AlphaScreen MITF homodimerization, bead proximity signal; inhibition, % at 2.6 µM; Microphthalmia-associated transcription factor (Homo sapiens), O75030; in the data active means inhibition above about 50%;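 further: 0% = vehicle wells with protein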
GPR151 ag = activators of human GPR151, primary screen, cell-based, PathHunter beta-arrestin, luminescence; G-protein coupled receptor 151 (Homo sapiens), Q8TDV0; PathHunter beta-arrestin GPR151 cells; activation, % at 11.2 µM; actives 1% (n = 650,000); in the data active means activation above about 4.9%;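 further: 0% = median of compound wells and 100% = cells with positive control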
FBW7 act = FBW7 E3 ligase activators, primary screen, biochemical, AlphaScreen, human. actives 0.13% (n = 650,000). AlphaScreen FBW7–phospho-cyclin E peptide binding, activator screen. normalized activity (activation), % at 26.1 µM; in the data active means normalized activity above about 1.9%;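 further: purified mutant Fbw7 with reduced substrate affinity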
Target sequence (Q969H0 whole entry, looked up): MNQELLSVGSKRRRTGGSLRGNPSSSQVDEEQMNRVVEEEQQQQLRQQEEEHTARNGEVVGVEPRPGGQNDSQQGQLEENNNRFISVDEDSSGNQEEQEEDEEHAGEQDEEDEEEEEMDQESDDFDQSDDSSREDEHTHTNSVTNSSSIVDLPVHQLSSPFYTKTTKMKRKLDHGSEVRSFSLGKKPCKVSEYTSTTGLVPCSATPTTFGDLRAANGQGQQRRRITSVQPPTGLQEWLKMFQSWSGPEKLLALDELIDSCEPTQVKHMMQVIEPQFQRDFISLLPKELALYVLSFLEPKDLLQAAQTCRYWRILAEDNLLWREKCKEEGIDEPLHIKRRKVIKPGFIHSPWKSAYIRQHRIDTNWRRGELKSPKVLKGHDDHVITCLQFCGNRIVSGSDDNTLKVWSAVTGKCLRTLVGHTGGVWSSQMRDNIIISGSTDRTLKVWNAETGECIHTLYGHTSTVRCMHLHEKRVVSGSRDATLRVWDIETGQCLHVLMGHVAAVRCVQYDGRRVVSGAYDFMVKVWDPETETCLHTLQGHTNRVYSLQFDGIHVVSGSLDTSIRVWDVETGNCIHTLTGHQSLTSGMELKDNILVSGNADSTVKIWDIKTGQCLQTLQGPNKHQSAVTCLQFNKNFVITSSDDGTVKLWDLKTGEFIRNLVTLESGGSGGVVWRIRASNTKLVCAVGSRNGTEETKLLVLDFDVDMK
Active calls of the source: *; . = not tested or not shown; & = joins results of further samples.

Each structure is followed by: TEAD-YAP inh	MITF primary	GPR151 ag	FBW7 act
- Cc1ccc(-c2csc3ncc(C(=O)Nc4cc(C(C)(C)C)nn4C)c(=O)n23)cc1
  -2	2	0.0	-0.5
- Cc1cc(=O)oc2c(CN3CCCCC3C)c(O)ccc12 (centres undefined)
  3	11	-0.7	0.0
- Cc1cc(C(=O)Nc2ccc3nc(N4CCN(c5ncccn5)CC4)cc(C)c3c2)ccc1[N+](=O)[O-]
  -9	12	1.6	-0.1
- N#Cc1ccccc1CSc1nc2ccccc2c(=O)n1CC1CCC(C(=O)N2CCN(c3ccccc3)CC2)CC1 (centres undefined)
  -18	10	-0.2	0.1
- Cc1ccc(N2C(=O)c3cccc([N+](=O)[O-])c3C2=O)cc1
  -1	15	-0.2	0.4
- CN1c2ncccc2C(=O)NC12CCN(C(=O)CCn1nnc3ccccc31)CC2
  -5	15	0.4	0.1
- COC(=O)C1=C(C)NC2=C(C(=O)CC(C)(C)C2)C1c1ccc(OC(F)F)cc1 (centres undefined)
  -6	0	0.5	0.0
- O=C(c1ccc2c(c1)N(Cc1ccccc1)C(=O)CS2=O)N1CCCCC1 (centres undefined)
  -14	14	-0.5	1.4
- CC(=O)Nc1ccc(S(=O)(=O)N2CCc3nc(-c4ccccc4)c4c(c3C2)CO[C@@H](C)C4)cc1
  .	-5	2.3	0.0
- CCOc1ccccc1N1CCN(Cc2ccc(C(=O)OC)cc2)CC1
  1	36	0.4	-0.4
- CC1CC(C)CN(C(=O)/C=C/c2cccc([N+](=O)[O-])c2)C1 (centres undefined)
  -3	-7	-0.1	-0.1
- O=C(NC1CCCCC1C(=O)Nc1ccc(Br)cc1C(=O)c1ccccc1)OCc1ccccc1 (centres undefined)
  10	16	0.3	-0.1
- NC(=O)c1ccc(-c2cc(NCCN3CCOCC3)nc(N)n2)cc1
  -7	7	0.0	0.2
- CC(Nc1ccc(Br)cc1)C(=O)N/N=C/c1cc(Cl)ccc1O (centres undefined)
  27	2	0.3	-0.1
- NNC(=O)Cn1c(=O)n(CC(=O)NN)c2ccccc21
  14	8	-1.3	-0.1
- COc1ccc(C(=O)CSc2nc(N)cc(=O)[nH]2)cc1OC
  -19&-5	7&6	0.7&0.6	0.0&-0.1
- O=S(=O)(N/N=C/c1ccccc1)c1ccc(Cl)cc1
  -2	-1	3.3	-0.1
- COc1cc(OC)c(C2C(C#N)=C(N)Oc3n[nH]c(C)c32)c(OC)c1 (centres undefined)
  -1	-8	-1.6	-0.5
- CCOC(=O)c1cnn2c1NC(c1ccc(Cl)cc1)CC2C(F)(F)F (centres undefined)
  7	15	0.8	0.0
- COc1cc(OC)cc(-c2noc(C3CCN(S(=O)(=O)c4ccc(C)c(C)c4)CC3)n2)c1
  7	-7	2.7	0.0

Single values from the list.
`CC(Nc1ccc(Br)cc1)C(=O)N/N=C/c1cc(Cl)ccc1O` (centres undefined) in FBW7 act is entered as -0.1
`NC(=O)c1ccc(-c2cc(NCCN3CCOCC3)nc(N)n2)cc1` in TEAD-YAP inh is entered as -7
`O=S(=O)(N/N=C/c1ccccc1)c1ccc(Cl)cc1` in GPR151 ag is entered as 3.3
`O=C(NC1CCCCC1C(=O)Nc1ccc(Br)cc1C(=O)c1ccccc1)OCc1ccccc1` (centres undefined) in MITF primary is entered as 16

(listing goes on)
Each structure is followed by: TEAD-YAP inh	MITF primary	GPR151 ag	FBW7 act
- COc1cc(CNc2ccc3ncc(-c4cccc(CO)c4)n3n2)cc(OC)c1OC
  -32	-23	1.2	-0.2
- Cc1ccc(-c2noc(-c3ccc([N+](=O)[O-])o3)n2)cc1
  1	-3	1.1	0.2
- COCCn1c(SCC(=O)Nc2ccccc2C)nnc1C(C)C
  3	8	1.2	-0.1
- CCc1cccc(NC(=O)C2CCCCC2C(=O)O)c1 (centres undefined)
  3	27	-1.4	0.4
- CC1(C)Cc2c(sc(NC(=O)c3ccc(F)cc3)c2C#N)CO1
  -67	5	-2.0	-0.1
- Cc1ccc(-n2c(=O)[nH]c3c(C(N)=O)nc(-c4cc(Br)ccc4O)nc32)cc1
  3	-9	-0.6	0.3
- Cc1ccccc1N1C(=O)NC(=O)/C(=C\c2cc(C)n(-c3cccnc3)c2C)C1=O
  -2	15	-1.0	0.1
- COc1cccc(/C=C2\SC(N)=NC2=O)c1OCc1ccc(F)cc1
  -1	-7	0.1	-0.2
- O=C(O)c1ccccc1SCC(=O)N1CCOCC1
  0	25	-1.8	0.2
- CC(=O)Oc1ccc2c(=O)c(Oc3ccc(Cl)cc3Cl)coc2c1
  -15	1	0.1	0.0
- CC1=CC(C)(C)N2C(=O)C(=O)c3c4c(cc1c32)OCO4
  8	25	0.1	-0.3
- N#CC1=C(SCc2ccccc2Br)NC(=O)C(C#N)C12CCCCC2 (centres undefined)
  11	-1	-0.5	0.0
- C/C(=N\NC(=O)CNc1ccccc1)c1ccc(C)cc1
  -3	15	-1.5	0.6
- Cc1ccc(C(C)C)c(OCC(=O)Nc2sc3c(c2C#N)CCC(C)C3)c1 (centres undefined)
  2	11	0.6	0.5
- CSc1ccccc1N1C(=O)C2CCCCC2C1=O (centres undefined)
  1	-2	1.0	0.1
- COc1cc(OC)cc(C(=O)Nc2nc3ccc(F)cc3s2)c1
  -7	-14	-1.4	0.1
- CC1(C)CC2CC(C)(CN2C(=O)COC(=O)c2cc3ccccc3oc2=O)C1 (centres undefined)
  2	26	-0.4	0.0
- CCCNc1nc(Nc2cnccn2)nc2c1ncn2C(C)C
  46*	5	2.8	-0.2
- COc1ccc(OC)c(CNCCNC(=O)c2ccco2)c1
  7	24	0.8	-0.2
- CCN(CC)c1ccc(/C=N\Nc2ccc([N+](=O)[O-])cn2)c(O)c1
  -43	13	3.3	-0.2

Overlap with the part before: three compounds, then new ones.
structure,TEAD-YAP inh,MITF primary,GPR151 ag,FBW7 act
CCCNc1nc(Nc2cnccn2)nc2c1ncn2C(C)C,46*,5,2.8,-0.2
COc1ccc(OC)c(CNCCNC(=O)c2ccco2)c1,7,24,0.8,-0.2
CCN(CC)c1ccc(/C=N\Nc2ccc([N+](=O)[O-])cn2)c(O)c1,-43,13,3.3,-0.2
COc1ccc(CC(=O)NCC2CCCN(Cc3cnc(SC)nc3)C2)cc1 (centres undefined),9,-1,0.4,-0.1
O=C1CCN(Cc2ccc(N3CCCC3)cc2)CCN1CC1CC1,6,-1,1.1,-0.1
O=C1CN(C(=O)c2ccc(N3CCCCC3)c([N+](=O)[O-])c2)CCN1,-3,3,2.4,0.0
CCN1CCN(c2oc(COc3ccc(Cl)cc3)nc2C#N)CC1,3,11,0.5,0.0
Cc1cccc(N2CCN(S(=O)(=O)CCNC(=O)C(C)Oc3ccccc3)CC2)c1 (centres undefined),10,4,1.1,-0.1
COc1cccc(NC(=O)N2CCCC2C(=O)Nc2cccc(NC(C)=O)c2)c1 (centres undefined),6,1,0.2,0.0
O=C(O)c1cccc(NS(=O)(=O)c2cc(C(=O)Nc3ccc(Br)cc3)ccc2Br)c1,4,7,3.7,-0.2
COc1cn(CC(=O)Nc2cc(C)cc(C)c2)c(CSc2nccc(C)n2)cc1=O,1,-1,15*,0.0
COc1cccc(CC(=O)N2CC[C@@H]3[C@H](CCCN3CC3CC=CCC3)C2)c1 (some centres undefined),3,4,2.1,-0.4
O=C(Nc1ccc2c(c1)OCO2)c1cnc(Nc2ccncn2)s1,10,25,-1.3,0.0
NC(=O)c1ccc(Nc2ncc(F)c(-c3ccccc3)n2)cc1,-24,-3,0.5,0.7
CCOC(=O)C(CC)Sc1ncnc2c1c(-c1ccccc1)cn2-c1ccc(F)cc1 (centres undefined),-4,9,-0.2,0.1
N#Cc1ccccc1CSc1nnc(-c2ccc(C(N)=S)cc2)o1,-51,-12,1.0,-0.2
Cc1cc(C)c(NC(=O)C(C)Sc2ccc(Sc3ccc(SC(C)C(=O)Nc4c(C)cc(C)cc4C)cc3)cc2)c(C)c1 (centres undefined),-6,-7,-1.5,0.1
Cc1c(C(=O)Nc2ccc(F)cc2F)sc2ncn(CC(=O)N3CCCC(C)C3)c(=O)c12 (centres undefined),-11,7,1.2,0.1
O=[N+]([O-])c1ccccc1CN1CCN(CCO)CC1,3,77*,0.6,0.1
COc1ccc(CN2C[C@@H]3C[C@@H](c4ccc(-n5cccn5)cc4)N4CCC[C@@]34C2=O)cc1,4,1,0.9,-0.1
COc1ccc2cc3c(N)c(C(=O)N4CCC(C)CC4)sc3nc2c1,-2,1,0.8,0.0
NC(=O)c1cc2ccccc2oc1=O,-23,-7,-2.4,0.4
COC(=O)C1=C(c2ccccc2)NC(=S)NC1c1ccc(F)cc1 (centres undefined),0,-5,2.0,0.0
O=C(NC(c1ccccc1)c1cnccn1)C1CCN(C(=O)C2CC2)CC1 (centres undefined),-7,4,0.4,0.4
CCOc1ccc(C(C)NC(=O)c2cccc(F)c2)cc1 (centres undefined),-3,1,1.3,0.0
Cc1ccccc1CSCC(=O)N1CCN(c2ccccc2F)CC1,-31,-15,-1.1,0.1
Cc1ccc(C)c(Cn2nnc(C(=O)Nc3ccc(F)cc3C)c2N)c1,3,3,1.9,0.0
Fc1ccc(-n2ncc3c(N4CCN(c5cccc(Cl)c5)CC4)ncnc32)cc1,-3,-12,0.5,0.3
Cc1ccc(OCCn2cc(/C=C3/C(=N)N4N=C(CC(C)C)SC4=NC3=O)c3ccccc32)cc1,-1,-5,-0.7,0.0
OCC1(Cc2ccccc2)CCN(Cc2cccc3nonc23)CC1,2,0,2.2,-0.2
COc1ccc(-c2nnc(SCc3ccccc3[N+](=O)[O-])n2-c2ccccc2)cc1,-50,10,-1.3,0.0
Cc1ccccc1S(=O)(=O)Cc1ccc(C(=O)N2CCc3ccccc32)o1,-25,18,-1.7,0.6
CC(=O)c1cc(-c2ccccc2)[nH]c1N1CCCC1,4,11,0.5,-0.1
O=C(CSc1nnnn1-c1ccc(Cl)cc1)Nc1ccc(C(=O)O)cc1,5,10,0.4,0.5
CC(NS(=O)(=O)c1cc(Cl)ccc1Cl)C(=O)Nc1ccccc1 (centres undefined),-7,-9,3.3,0.6
Cc1ccc(C2=N/C(=C\c3ccc(C)o3)C(=O)O2)cc1,-6,2,-0.6,0.2
COc1ccc(F)cc1S(=O)(=O)Nc1cc2c3c(c1)C(C)C(=O)N3CCC2 (centres undefined),-8,-15,0.5,-0.3
Cc1c(Br)c(C(F)(F)F)nn1CC(=O)Nc1cc(C(F)(F)F)ccc1Cl,5,17,1.0,0.3
CN1C(=O)C(=Cc2cccn2-c2cccc([N+](=O)[O-])c2)C(=O)N(C)C1=S,13,18,0.3,0.1
O=C(CCSCc1cccc(F)c1)NCc1ccco1,-16,-5,-0.8,-0.1
Cc1cccc(N2C(=O)c3ccc(C(=O)c4ccc5c(c4)C(=O)N(c4cccc(C)c4)C5=O)cc3C2=O)c1,-1,-2,0.0,-0.2
COc1ccc(C(=O)N/C(=C/c2cccc([N+](=O)[O-])c2)C(=O)Nc2ccc(Br)c(C)c2)c(Cl)c1,-3,-3,-0.9,-0.1
Cc1ccc(NC(=O)CN(c2cccc(C)c2C)S(C)(=O)=O)c(C)c1,7,20,1.7,0.1
O=P(O)(O)OC1[C@@H](O)[C@@H](O)C(OP(=O)(O)O)[C@H](O)[C@H]1O (some centres undefined),.,-1,0.7,.
CC(=O)Nc1ccc(Br)cc1C(=O)OCc1ccc([N+](=O)[O-])cc1,4,8,-0.1,-0.2
CC(=O)c1cccc(NC(=O)c2ccccc2C(=O)O)c1,-11,7,-1.1,0.1
Cc1cc(=O)nc2c3ccccc3n(CC(=O)N3CCC4(CC3)OCCO4)n12,5,15,-0.4,0.5
O=C(/C=C/c1ccccc1)Nc1ccc2nc(SCC(=O)c3ccc(Br)cc3)sc2c1,3,2,0.7,0.0
O=C(CNC(=O)c1ccccc1)OC(c1ccccc1)c1ccccc1,-5,3,2.0,-0.1
CCN(CC)S(=O)(=O)c1cc(C(=O)Nc2c(C#N)oc3ccccc23)ccc1Cl,0,0,-2.1,-0.2
Cc1cc(C)c(NC(=O)CN2C(=O)c3ccccc3C2=O)c(C)c1,-7,3,0.5,-0.1
Cc1cccc(C)c1-n1c(SCC#N)nc2c(sc(=S)n2-c2c(C)cccc2C)c1=O,10,4,1.6,0.1
COc1ccc(/C=C(\C#N)c2nc(-c3ccco3)cs2)cc1,-31,7,-0.2,0.8

(continued)
structure,TEAD-YAP inh,MITF primary,GPR151 ag,FBW7 act
CCc1nnc(NC(=O)CSc2nc3c(cc2C#N)CCCCC3)s1,-15,10,1.0,0.1
CC1(C)Cc2c(sc(NC(=O)CN3C(=O)CCC3=O)c2C(N)=O)C(C)(C)N1,0,-10,-0.9,-0.1
COc1cc(C2C(C#N)=C(N)N(N(C)C)C3=C2C(=O)CC(c2ccccc2)C3)ccc1O (centres undefined),9,5,-0.9,0.1
O=C1CCCN1CCn1cnc2c(NC3CC3)nc(Nc3ccc(C(F)(F)F)cc3)nc21,-14,0,-2.8,-0.1
Cc1ccc(CN2CCc3nnc(C(C)NC(=O)CCc4ccccc4)n3CC2)s1 (centres undefined),0,-1,-0.9,0.6
